TTR transcr act: increases transthyretin transcription. SH-SY5Y TTR promoter Gaussia luciferase, luminescence; 100% = recombinant luciferase protein wells. 92,000 tested, 1.3% active. AID 1117267. activation, % at 16.7 µM;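 active = activation above the mean of all tested compounds plus 3 SD, cut at about 9.5% in these data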;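 also: cells exposed to compounds for one day before reading; 0% = median of all test compound wells on the plate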
* hit, by the source's call. Only part of the results is shown; count on the stated rates, not on these rows.

SMILES | TTR transcr act
Cc1ccc2c(c1)CCCN2C(=O)c1ccco1 | -0.6
O=C(O)CSc1cc(C(=O)c2ccccc2O)cn2c(=O)c3c(-c4ccccc4)csc3nc12 | 0.9
O=C(O)CC(CCc1ccccc1)OC1OC(CO)C(O)C(O)C1O (configuration not stated) | -0.4
CCC(=O)c1ccc2ncccc2c1 | 0.9
Cc1ccc(N=CC=C2OC(C)(C)C(C)(C)O2)cc1 | 3.0
Cc1cnc(C(=O)OCC(=O)Nc2ccc(C)c(S(=O)(=O)N3CCCCCC3)c2)cn1 | 1.9
CCCCC(=O)N(C)c1c(CC)nc2c(OCc3cccc(Cl)c3)cccn12 | -0.7
COc1ccc(C(=O)Nc2cccc3nc(C)ccc23)c(OC)c1 | -1.6
CCS(=O)(=O)N1Cc2ccccc2CC1C(=O)Nc1ccc(F)cc1 (configuration not stated) | -0.8
Cc1ccc(C)c(N(CC(=O)NC(C)(C)C)C(=O)CNC(=O)c2cccs2)c1 | -0.1
CC(OC(=O)c1nc(-c2ccccc2)n(-c2ccccc2)n1)C(=O)Nc1cc(Cl)cc(Cl)c1 (configuration not stated) | 2.8
CC1CN(C(=O)c2cccc(S(=O)(=O)Nc3cc(Cl)ccc3Cl)c2)CC(C)O1 (configuration not stated) | 0.2
c1csc(-c2csc(-c3cccs3)n2)c1 | -1.1
CC(C)OC(=O)Cn1nnc(-c2ccccc2)n1 | 4.8
CCONC(=O)Nc1ccccc1[N+](=O)[O-] | 1.7
CNS(=O)(=O)/C=C/c1ccccc1CCNC(=O)OC(C)(C)C | 2.2
CNC(=S)Nc1ccc(OCc2ccccc2)cc1 | 0.1
COc1ccc(NC(=S)N2CCCN(Cc3cccc(Cl)c3)C2)cc1 | -1.5
CCOC(=O)c1c(C=O)c(C)n(Cc2ccccc2Cl)c1C | 3.4
CSCCC(NC(=O)c1ccccc1Cl)C(=O)N(C)Cc1cccs1 (configuration not stated) | 1.4
CC(C)(C)OC(=O)N(Cc1ccccc1)Cc1cccc(OCc2cccc(NC(=O)C3CC3)c2)c1 | -2.2
CCc1nc(N[C@@H](CC(C)C)C(=O)O)c2oc3ccccc3c2n1 | -4.8
COc1cc(/C=N/NC(=O)c2nnn(-c3nonc3N)c2C(C)C)ccc1OCc1ccccc1 | 0.0
COC(=O)c1cn(CCC#N)nc1-c1ccc2ccccc2c1 | 0.4
O=C(COC(=O)c1ccc[nH]c1=O)NCCc1ccc(Cl)cc1Cl | -0.8

Continued, overlapping the part above by 2 compounds.
SMILES | TTR transcr act
COC(=O)c1cn(CCC#N)nc1-c1ccc2ccccc2c1 | 0.4
O=C(COC(=O)c1ccc[nH]c1=O)NCCc1ccc(Cl)cc1Cl | -0.8
Cc1cccc(Nc2c3c(nc4ccccc24)CCC3)c1 | -2.1
CCCCCc1ccc2cc(C#N)ccc2n1 | 1.2
CCN(Cc1ccccc1)S(=O)(=O)c1cc(C(=O)NC2CCCCCC2)ccc1OC | -1.6
S=C(Nc1ccccc1)Nc1ccc(Br)cn1 | 0.0
CCCSc1nnc(NC(=O)Nc2ccccc2)s1 | -3.6
O=C(NC1C(=O)NNC1c1ccc(Cl)cc1)c1ccc(F)cc1 (configuration not stated) | 2.5
OCC1OC(n2cnc3c(/C=C(\O)c4ccccc4)ncnc32)C(O)C1O (configuration not stated) | -0.9
COc1ccc(OC)c(C(=O)COC(=O)CNC(=O)c2ccccc2)c1 | -0.5
NC(=O)C1CCCN(S(=O)(=O)c2ccccc2)C1 (configuration not stated) | 3.6
O=C(NCc1cccs1)c1cc(-c2ccccc2)nn1CC1CC(c2cccnc2)=NO1 (configuration not stated) | -1.1
Cc1noc(C)c1C(=O)Nc1cccc2ncccc12 | 0.0
CCn1nc(C)c(C(=O)Nc2cc(Oc3ccc(Cl)cc3)cc([N+](=O)[O-])c2)c1C | 0.9
O=C(NN1C(=O)C2C(c3ccccc3)C=CC(c3ccccc3)C2C1=O)c1cccc(Br)c1 (configuration not stated) | 0.2
O=c1[nH]cnc2sc3c(c12)CCC3 | 0.0
O=C(O)c1ccc(-c2cccc(-c3nn4c(=O)cc(N5CCNCC5)nc4s3)c2)cc1 | 0.7
CCCCCCCNC(=O)C1(CC2CC(c3cccc(Br)c3)=NO2)CCN(C(=O)c2cc(OCC)c(OCC)c(OCC)c2)CC1 (configuration not stated) | -4.9
CCOC(=O)N1CCN(c2cc(=O)n(-c3ccccc3C)c(=O)[nH]2)CC1 | -0.7
O=C(CCl)N(c1ccccc1)c1ccccc1 | -3.1
CCN(C(=S)NC(=O)Cc1ccc(OC)cc1)c1ccccc1 | -0.1
O=C(CN1C2=NCCN2c2ccccc21)N1CCOCC1 | -0.8
Cc1csc(NC(=O)CCc2c(C)nc3cc(-c4cccc(F)c4)nn3c2C)n1 | -0.9
CN(C)c1cc(O)c(C(=S)Nc2ccccc2)c(N(C)C)c1 | 1.1
CC(CN(C)Cc1ccccc1)OC(=O)c1ccc2c(c1)OCCO2 (configuration not stated) | -0.7
CCOC(=O)c1cc2cc(C)ccc2[nH]1 | 0.1
CCc1nnc(NC(=O)c2ccncc2)s1 | -2.4

Further entries follow:
SMILES | TTR transcr act
COc1ccc(Sc2nc3ccccc3n3c(C(F)(F)F)nnc23)cc1 | -0.5
O=C(CCc1nnc(CCCCc2ccccc2)o1)NCc1cc(F)ccc1F | 0.6
c1cnc2ccc3c(c2c1)COCO3 | 2.4
COc1ccc(NC(=O)Cc2nnc(SCC(=O)NC3=NCCS3)n2C)cc1 | 0.7
CCn1c(C)c(C)c2cc(C(=O)NCCCN3CCN(C)CC3)ccc21 | -1.2
CN(C(=O)COC(=O)c1ccccc1C(=O)N(C)c1ccccc1)c1ccccc1 | -1.1
O=[N+]([O-])C(/C=C(\Cl)[N+](=O)[O-])=C(N1CCCCC1)N1CCCCC1 | -1.1
Cc1ccc(SCC(=O)NCc2ccc(F)cc2)cc1 | 1.2
CCc1cc2c(=O)n(Cc3ccccc3)c(SC3CCOC3=O)nc2s1 (configuration not stated) | 0.1
CCN(CC)S(=O)(=O)c1cccc(NC(=O)COC(=O)/C=C/c2cccs2)c1 | 0.2
CCCc1nc(SC)[nH]c(=O)c1C | -1.1
Cc1ccc(C(=O)Nc2ccc(N3CCOCC3)nc2N2CCOCC2)cc1 | 9.0
N#C/C(=C/c1ccccc1[N+](=O)[O-])c1nnc2n1CCCCC2 | -1.0
COc1ccccc1Nc1nnc(SCC(=O)NC(=O)Nc2ccc3c(c2)OCCO3)s1 | -1.1
COc1ccc(S(=O)(=O)N2CCOCC2)cc1NC(=O)CCCOc1ccccc1 | -0.6
O=C(CCn1nc(-c2ccc(Cl)cc2)c2ccccc2c1=O)NN1CCOCC1 | 1.2
Cc1ccc(O)c(NC(=O)c2noc(C(C)C)c2[N+](=O)[O-])c1 | -1.4
CN1/C(=C\C=C2/SC(=S)N(CC(=O)O)C2=O)C(C)(C)c2ccccc21 | -2.4
COc1ccccc1CCNS(=O)(=O)c1ccc(C(=O)O)n1C | 1.2
COc1cc(CNCc2cc(OC)c(OC)c(OC)c2)cc(OC)c1 | 0.2
COc1cccc(OC)c1C(=O)NCCc1ccccc1 | -0.1
CC1CCCN(C(=O)CCCC(=O)N2CCCC(C)C2)C1 (configuration not stated) | 1.2
CCCCCCC(=O)Nc1nc(C)c(-c2csc(Nc3cccc(OC)c3)n2)s1 | 0.0
COc1ccccc1CNC(=O)c1cnc2ccccn2c1=O | 1.9
CCOC(=O)Cn1c(=O)c(-c2ccccc2NC)nc2ccccc21 | -0.8

The list goes on:
SMILES | TTR transcr act
COC(=O)c1ccccc1OCC(=O)NC1CCCCC1 | 3.0
COC(=O)c1ccc(NC(=O)CCS(=O)(=O)c2ccc3c(c2)NC(=O)C(C)S3)cc1 (configuration not stated) | -1.2
CN1C(=O)[C@@](O)(CC(=O)c2ccccc2)c2cc(Br)ccc21 | 5.5
COc1cc2ccccc2cc1C(=O)Nc1ccc(NC(=O)c2cccs2)cc1 | -0.2
COc1cccc(Oc2cncnc2-c2ccc(OC)cc2O)c1 | -1.6
Cc1ccccc1-n1c(SCc2ccccn2)nc2n[nH]c(C)c2c1=N | -5.6
CCN(CC)S(=O)(=O)c1ccc(=O)n(CC(=O)N2Cc3ccccc3CC2C(N)=O)c1 (configuration not stated) | 3.2
COc1cc(CN2CCCCC2)ccc1OCc1ccccc1 | 0.6
Cc1csc2nc(NC(=O)c3ccccc3)sc(=O)c12 | 1.1
CCCCOc1ccc(Cc2cnc(N)nc2N)cc1 | 1.1
OC(CN1CCCCC1)CN(c1ccccc1)c1ccccc1 (configuration not stated) | 1.7
O=C(/C=C/c1ccc(Cl)cc1)N1CCN(CCN2C(=O)c3cccc4cccc(c34)C2=O)CC1 | -2.1
O=C(CCC(=O)NCc1ccccc1)NCc1ccccc1 | -1.1
COc1cccc2cc(-c3n[nH]c(=S)n3C)oc12 | 0.1
Cc1c(OCC(=O)C(C)(C)C)ccc2c3c(c(=O)oc12)CCCC3 | -2.0
CSc1cccc(NC(=S)Nc2cc(C)ccc2C)c1 | -0.7
O=C(CSc1nccn1-c1ccc(F)cc1)NCc1ccc(F)cc1 | 0.2
CC(C)CN1CCC(=O)N(CCN=[N+]=[N-])CC1 | 7.9
CCCCNC(=O)O[C@H]1CC[C@@]23CCCN2C(=O)CCC[C@H]3[C@H]1CCC | 2.7
CCOc1ccccc1-n1nnnc1SCc1nc2ccccc2s1 | -2.0
O=C(NCC1CC1)Nc1cccc(C(F)(F)F)c1 | -1.0
O=c1c2ccccc2nc(SCc2ccccc2)n1CC1CCCO1 (configuration not stated) | -1.1
CC(C)(C)c1ccccc1OCC(=O)NCCCn1ccnc1 | -1.2
O=C(CSc1nnc2ccc3ccccc3n12)N1CCOCC1 | 1.1
CC(C)(C)S(=O)(=O)c1cnc(N2CCCC2)nc1N | -1.8

(cont.)
SMILES | TTR transcr act
CC(C)C[C@H](CO)N(Cc1ccccc1)S(=O)(=O)N(Cc1ccccc1)[C@@H](CO)CC(C)C | -6.6
CCn1nnnc1-c1ccc(OC)c(S(=O)(=O)Nc2ccc(C)c(C)c2)c1 | 0.1
Cc1c(Cl)cccc1NC(=O)Nc1cc(C(C)(C)C)on1 | -1.6
CCOC(=O)/C=C1\SCC(=O)N1CC(=O)NC(c1ccccc1)c1ccccc1 | 1.8
O=C(Cc1ccccc1)Nc1cc([N+](=O)[O-])ccc1N1CCOCC1 | -0.6
CCOC(=O)C1=C(C)NC2=C(C(=O)CCC2)C1c1coc2ccccc2c1=O (configuration not stated) | 2.7
O=[N+]([O-])c1ccc(N2CCc3ccccc3C2)nc1 | -0.4
CCc1cccc2c(C(=O)COC(=O)C3=NNC(=O)CC3)c[nH]c12 | 1.4
CCC1CCCCN1CCCNC(=O)CCCOc1cc(=O)n(C)c2ccccc12 (configuration not stated) | 1.0
Cc1ccc(C(=O)NNC(=S)NC(=O)c2ccco2)cc1 | -2.0
FC(F)(F)c1nc2ncc(Cl)cc2[nH]1 | -0.4
CN(CCc1ccccc1)C(=O)c1ccc(NC(=O)Cc2ccc(NC(=O)C3CCN(C(=O)C4CCCC4)CC3)cc2)cc1 | -1.4
O=[N+]([O-])c1ccc(NC(=S)NCCc2ccc(F)cc2)cc1 | -5.8
COc1ccc(Cl)cc1NC(=S)N1CCC(c2ccc(C)cc2)C1 (configuration not stated) | -0.4
COc1ccc(S(=O)(=O)NN=C2CCCCC2)cc1 | 3.8
O=C(CN1C(=O)c2ccccc2S1(=O)=O)NCc1ccco1 | 2.5
Cc1ccc(-n2c(SCC(=O)OC(C)C)nnc2-c2cnccn2)cc1 | 1.6
COc1cc(CN2CC(=O)N(c3ccc(C)cc3)C2=S)cc(OC)c1OC | -0.8
CCCCC(=O)Nc1cccc(-c2csc(-c3ccccc3)n2)c1 | -1.4
CN(C)CCCC(C)(O)C(C)(C)c1ccccc1 (configuration not stated) | -0.7
CCOC(=O)[C@H]1[C@H]2COc3ccc(C)cc3[C@@H]2N2C(=O)c3cc(Br)ccc3NC(=O)[C@@]12C | -4.3
O=C1NC[C@@H](c2ccccc2)OC(=O)[C@@H](Cc2ccc(F)cc2)CC/C=C/C[C@@H]1CC(=O)N(CCO)Cc1ccccc1 | -2.3
Cc1ccccc1CNC(=O)c1ccccc1N(C)S(=O)(=O)c1ccccc1 | -0.6
N/C(=N/OC(=O)c1ccccc1Cl)c1ncc([N+](=O)[O-])s1 | -2.5
CC(=O)c1cc(C#N)c(NCc2cc(-c3ccccc3)no2)nc1C | 6.6

Next results
SMILES | TTR transcr act
O=C(NCCc1ccccc1)c1ccccc1C(=O)NCCc1ccccc1 | 0.5
COc1ccc(CCNC(=O)CCCCCNC(=O)N2CCn3c2nc2ccccc23)cc1OC | 2.0
Cc1ccc(C(=O)Nc2cccc(C(=O)N3CCOCC3)c2)cc1Cl | -0.7
Cc1ccnc2c(N3C(=O)C4C5C=CC(C5)C4C3=O)cccc12 (configuration not stated) | 9.8*
C/C(CC(=O)Nc1cc(Cl)ccc1C)=N\NC(N)=O | 4.6
O=C(NC1CCCC1)C(c1c[nH]c2ccccc12)N(C(=O)Cn1nnc(-c2ccc(Cl)cc2)n1)c1ccccc1 (configuration not stated) | -1.3

Fetched by structure from the list above, 3 records:
SMILES | TTR transcr act
CCc1nnc(NC(=O)c2ccncc2)s1 | -2.4
O=[N+]([O-])c1ccc(NC(=S)NCCc2ccc(F)cc2)cc1 | -5.8
O=C(NCc1cccs1)c1cc(-c2ccccc2)nn1CC1CC(c2cccnc2)=NO1 (configuration not stated) | -1.1

Structures above containing an NH in an aromatic ring, in the order listed:
SMILES | TTR transcr act
O=C(COC(=O)c1ccc[nH]c1=O)NCCc1ccc(Cl)cc1Cl | -0.8
O=c1[nH]cnc2sc3c(c12)CCC3 | 0.0
CCOC(=O)N1CCN(c2cc(=O)n(-c3ccccc3C)c(=O)[nH]2)CC1 | -0.7
CCOC(=O)c1cc2cc(C)ccc2[nH]1 | 0.1
CCCc1nc(SC)[nH]c(=O)c1C | -1.1
Cc1ccccc1-n1c(SCc2ccccn2)nc2n[nH]c(C)c2c1=N | -5.6
COc1cccc2cc(-c3n[nH]c(=S)n3C)oc12 | 0.1
CCc1cccc2c(C(=O)COC(=O)C3=NNC(=O)CC3)c[nH]c12 | 1.4
FC(F)(F)c1nc2ncc(Cl)cc2[nH]1 | -0.4
O=C(NC1CCCC1)C(c1c[nH]c2ccccc12)N(C(=O)Cn1nnc(-c2ccc(Cl)cc2)n1)c1ccccc1 (configuration not stated) | -1.3

Screens (PubChem BioAssay)
